Pf growth 96h = inhibits malaria parasite growth, 96 h; P. falciparum luciferase reporter growth, 96 h; 320,000 compounds, 6.9% hits; Potency, µM (series often up to 28.7 µM), without a hit: top-dose activity change, negative = inhibition, usual class: inhibitors; also: potency is read from the fitted curve at half-maximal effect; % is scaled to controls: 0 for no effect and ±100 for the full control effect
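P. falciparum expressing integrated firefly luciferase, in erythrocytes at 2% hematocrit, 0.05% parasitemia, incubated with compounds 96 h at 37 C, 5% CO2. Growth inhibition read as loss of luminescence; two-generation exposure targets delayed-death apicoplast inhibitors.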
Pf growth 48h = inhibits P. falciparum growth in the first generation, 48 h; AID 504832; P. falciparum luciferase growth in erythrocytes, 48 h; Potency, µM (titrated, usually from 28.7 µM), without a hit: at the highest dose activity change, negative = inhibition, usual class: inhibitors; 310,000 compounds, 5.9% hits; also: potency is read from the fitted curve at half-maximal effect; % is scaled to controls: 0 for no effect and ±100 for the full control effect
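Luminescence readout; reporter = integrated firefly luciferase in P. falciparum. RBC culture at 2% hematocrit, 0.1% parasitemia final, 37 C/5% CO2; decreased signal taken as growth inhibition.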
Shiga toxin inh = inhibitors of Shiga toxin in Vero cells | Vero cells, Shiga toxin protein synthesis inhibition reporter | inhibition, % at 38.7 µM | 290,000 compounds, 9.2% hits; in the data active = inhibition mostly above about 28%, no sharp cut-off; inactive = mostly below about 43%; also: 0% is about no effect
Giardia FBPA inh = Giardia lamblia aldolase inhibition; purified Giardia FBPA; Potency, µM (doses to about 59.6 µM), for the others: at the highest dose activity, negative = inhibition, actives largely listed as inhibitors; 290,000 compounds, 0.71% hits; also: potency is read from the fitted curve at half-maximal effect; % is scaled to controls: 0 for no effect and ±100 for the full control effect; nearly all actives have a fitted effect of over 55% in size
Target sequence (A8B2U2 whole entry, looked up): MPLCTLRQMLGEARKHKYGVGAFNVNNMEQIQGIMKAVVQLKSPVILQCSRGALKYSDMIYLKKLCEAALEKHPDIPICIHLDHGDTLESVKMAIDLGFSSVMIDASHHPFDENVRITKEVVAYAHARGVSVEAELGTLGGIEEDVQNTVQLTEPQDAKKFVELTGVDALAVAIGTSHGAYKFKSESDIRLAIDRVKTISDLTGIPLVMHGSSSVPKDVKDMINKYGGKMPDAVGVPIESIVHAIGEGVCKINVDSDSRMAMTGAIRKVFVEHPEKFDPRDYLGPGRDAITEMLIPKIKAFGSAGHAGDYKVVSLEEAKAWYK
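40 nM FBPA preincubated 10 min at RT with compound (up to 57.5 uM final), then substrate plus GAPDH/TPI/NAD/arsenate coupling and diaphorase/resazurin added. Fluorescence read after 20 min at RT, 525/598 nm.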
Cycloheximide cs = counter-screen hit for Shiga toxin inhibitors, cycloheximide; max response, %; AID 2314; cell reporter, cycloheximide protein synthesis inhibition counterscreen; 300,000 compounds, 12% hits; in the data active = max response mostly above about 13%, no sharp cut-off; inactive = mostly below about 14%; also: read at 38.3 µM for the half of the compounds with a filed dose; 0% is about no effect
HCV inh = inhibitors of hepatitis C virus infection | 340,000 compounds, 3.4% hits | Potency, µM (titrated, usually from 41.8 µM), without a hit: at the top dose activity change, negative = inhibition, most hits filed as inhibitors | Huh7.5.1 HCVcc-Cre infection, luciferase reporter, 44 h | AID 651820; also: potency is read from the fitted curve at half-maximal effect; % is scaled to controls: 0 for no effect and ±100 for the full control effect
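A cell-based infection assay in which seeded cells (1,000 per well) receive test compound after 4 h, are inoculated with HCVcc-Cre at approximately 0.5 moi, and are incubated 44 h before luminescence detection.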
* = called active by the depositor; i = inactive; u = inconclusive; x = not tested or not shown; [ ] = remark or other dose. Unless noted, calls follow the shape of the dose curve; as a rule, active = well fitted curve in the direction sought with a large enough effect; inconclusive = small, poorly fitted or top-dose-only effect, or another doubt; inactive = no such curve, though single readings can be large; an effect the other way counts as inactive or inconclusive.

SMILES	Pf growth 96h	Pf growth 48h	Shiga toxin inh	Giardia FBPA inh	Cycloheximide cs	HCV inh
COC(=O)c1ccccc1NC(=O)c1ccccc1N(C)S(=O)(=O)c1ccccc1	-27%	u	-7	2%	-8	33%[activator]
Cc1n[nH]c(=O)c2c(NC(=O)CSc3nn(-c4ccccc4)c(=S)s3)oc(C)c12	26%	50%[activator]	x	x	x	19%
CCOC(=O)Cc1c(C)c2c(C)nn(-c3ccccc3)c2oc1=O	x	0%	1	-12%	1	u
O=C(NCCO)/C(=C\c1ccco1)NC(=O)c1ccco1	u	3%	-10	-21%	-2	14%
Cc1c(OC(C)C(=O)NC2CC(C)(C)NC(C)(C)C2)ccc2c3c(c(=O)oc12)CCC3 (stereo not drawn)	u	u	44	-8%	-5	-14%
Cc1ccccc1NC(=S)NC(NC(=O)c1ccco1)C(Cl)(Cl)Cl (stereo not drawn)	9.3µM*	u	10	-6%	10	-1%
Cc1ccc(-c2cc(-c3ccccc3)c(C#N)c(Br)n2)cc1	141%[activator]	17%	-4	3%	-2	22%
Cc1ccc(CSC2=NCCN2C(=O)c2ccco2)cc1	u	13%	8	0%	16	0%
c1ccc2sc(SCSc3nc4ccccc4s3)nc2c1	2%	2%	29	-7%	11	6%
CSc1cc(-c2ccc(Cl)cc2)[nH]c(=O)c1C#N	28%	-28%[1.15 µM]	-9	0%	-8	2%
CCOc1ccc(NC2OC(C)C(O)C(O)C2O)c([N+](=O)[O-])c1 (stereo not drawn)	u	43%[activator]	-15	1%	-8	-2%
C=CCNC(=O)C12CCC(C)(C(=O)[C@H]1Br)C2(C)C (stereo partly drawn)	6%	9%	10	-1%	-3	-4%
Cc1ccc2c(c1)nc(NCCCO)n2C	x	20%	-1	0%	7	11%
O=C(COc1ccc2ccccc2c1)NNC(=O)Cc1cccc2ccccc12	6%	4%	-10	2%	-5	u
O=C(COc1ccc2c(-c3ccccc3)cc(=O)oc2c1)NCC(O)c1ccccc1 (stereo not drawn)	15%	42%[activator]	2	-8%	-1	-12%
CCOC(=O)C1CCCN(C2=NC(=O)/C(=C/c3ccc(O)c(OC)c3)S2)C1 (stereo not drawn)	u	-6%[0.00184 µM]	30	-3%	14*	-10%
COc1ccc(NC(=O)C(c2ccc(OC)cc2)N(Cc2ccco2)C(=O)CC2NC(=O)NC2=O)cc1 (stereo not drawn)	u	u	11	1%	-1	-9%
CC(=O)Nc1ccc(N(C(=O)c2ccco2)C(C(=O)NC2CCCC2)c2ccc(N3CCOCC3)cc2)cc1 (stereo not drawn)	4%	u	21	0%	1	14%
COc1ccc(CNC(=O)CCNS(=O)(=O)c2ccc3c(c2)oc(=O)n3C)cc1	12µM*	-3%	2	x	-2	u
CC1CCC2C(=O)N(c3ccc(S(=O)(=O)c4ccccc4)cc3)C(=O)C2C1 (stereo not drawn)	22%	3%	-2	-1%	-3	32%[activator]
CN1CCC(=C2c3ccccc3Sc3ccccc32)CC1	u	4.3µM*	x	-1%	x	10µM*
CCOc1ccc2c(c1)ncn2Cc1ccccc1	0%	49%[activator]	108*	7%	24*	8%
COc1ccccc1-c1c(C(F)(F)F)oc2cc(OS(C)(=O)=O)ccc2c1=O	i	39%[activator]	39	-4%	25*	u
CC(=O)c1ccc(N(CC(=O)NCc2ccc3c(c2)OCO3)C(=O)c2csnn2)cc1	-5%	u	19	u	-4	9%
Cc1ccc(-c2noc(CNS(=O)(=O)c3ccccc3)n2)cc1	187%[activator]	31%[activator]	39*	x	43*	13%
O=C(O/N=C1\CCS(=O)(=O)c2sccc21)c1c(F)cccc1F	63%[activator]	37%[activator]	7	-1%	14*	-5%
CCCN(C(=O)COC(=O)CSc1ccc([N+](=O)[O-])cc1)C1CCS(=O)(=O)C1 (stereo not drawn)	1%	2%	x	x	x	13%
O=C(CN(c1cccc(Cl)c1)S(=O)(=O)c1ccc(Cl)cc1)NCc1ccccn1	u	u	-30	x	-2	u
O=C(COC(=O)c1ccc([N+](=O)[O-])o1)Nc1nc2ccccc2s1	-2%	-24%	52	-18%	15	10µM*
CNc1nc(Cl)nc(NC(C)(C)C)n1	36%[activator]	10%	-3	1%	1	u
Cc1ccc(NS(=O)(=O)c2sc3ccc(Cl)cc3c2C)cc1	u	u	-9	18%	21	u
CCCN(CCC)CCCNC(=O)Cn1cnc2sc(C)c(S(=O)(=O)N3CCOCC3)c2c1=O	34%	13%	-12	4%	3	19%
CC12CN(Cc3ccccc3)CC(C)(CN(Cc3ccccc3)C1)C2=NO	u	u	-11	0%	-7	2%
c1ccc(CCNc2ncnc3scc(C4COc5ccccc5O4)c23)cc1 (stereo not drawn)	15µM*	x	-4	-1%	-3	13µM*
Cc1noc2ncnc(Sc3ccccc3Cl)c12	x	36%[activator]	-26	0%	-2	u
Cc1cccc2cc(/C=C/C(=O)c3ccco3)c(Cl)nc12	31%[activator]	u	16	7%	12*	4%
O=C(NCc1ccccn1)c1ccc(CS(=O)(=O)Cc2ccc(Cl)cc2)o1	42%[activator]	11%	-5	0%	-1	15%
CCOC(=O)c1ccc2[nH]c3c(c2c1)CCCC3C(=O)OCC (stereo not drawn)	u	0%	20	1%	4	-4%
CC1CCN(Cc2nnnn2CCCC(=O)N(C)C2CCOC2)CC1 (stereo not drawn)	32%[activator]	12%	-4	-4%	-3	9%
O=C(CN1C(=O)C2CC=CCC2C1=O)Nc1nnc(SCc2c(Cl)cccc2Cl)s1 (stereo not drawn)	x	6%	-14	21%	-1	14%
Cc1ccc(NC(=O)c2ccc(OC(=O)COc3ccc(Cl)c(C)c3)cc2)cc1	4%	235%[activator]	96*	4%	49*	-6%
O=C(Nc1ccc(N2CCN(C(=O)c3ccccc3)CC2)c(Cl)c1)c1ccc(Br)o1	60%[activator]	10µM*	14	-21%	-2	u
Cc1n[nH]c(C)c1CN(C)C(=O)c1cc(COc2ccc(F)c(F)c2)on1	3%	25%	11	1%	10	x
Cc1ccc([C@@H]2[C@@H]3C(=O)N(C)C(=O)[C@@H]3[C@]3(C)C(=O)N(Cc4ccccn4)CC(=O)N23)o1	-18%	32%[activator]	-8	-2%	-4	-7%
NNC(=O)COc1cccc(Oc2ccccc2)c1	17%	-3%	1	-2%	-5	19%
O=C(Cn1cnc2c(nc3n2CCCCC3)c1=O)Nc1cccc(C(F)(F)F)c1	u	-9%	-4	-10%	8	18%
CCCCCC(O)CCc1n[nH]c(=S)n1-c1ccccc1 (stereo not drawn)	u	23%	-18	-2%	12	5%
NS(=O)(=O)c1ccc(CCNC(=O)c2ccc(NC3=NC4CS(=O)(=O)CC4S3)cc2)cc1 (stereo not drawn)	49%[activator]	14%	114*	-25%	-4	10%
O=S1(=O)CC(N2CCOCC2)c2ccccc21 (stereo not drawn)	u	-13%	9	-2%	4	3%
C=CCn1c(SCc2c(C)noc2C)nc2ccccc2c1=O	13µM*	x	-20	3%	-6	3%
CCN(CC)C(=S)NC(=O)c1cc(OC)c(OC)c(OC)c1	-40%[1.15 µM]	26%	21	18µM*	2	u
Cc1sc(N2CCN(S(=O)(=O)c3ccc4c(c3)NC(=O)CO4)CC2)nc1-c1ccccc1	9.3µM*	u	-4	x	-9	4%
CCN(CC)C(=O)Oc1ccc(Cl)c2ccccc12	1%	25%	-2	-1%	-5	4%
COc1ccc(C(=O)OCC(=O)c2ccc(S(=O)(=O)N3CCCCC3)cc2)c(OC)c1	u	u	x	x	x	-4%
CCc1cccc(CC)c1NC(=O)COC(=O)C1(C)CC1(Cl)Cl (stereo not drawn)	30%[activator]	6%	10	3%	-2	-4%
CCOc1ncccc1C(=O)OCC(=O)Nc1nnc(-c2ccccc2)o1	-28%	u	x	x	x	11%
O=C(CCCCCN1C(=O)CCC1=O)NCc1ccccc1	46%[activator]	28%	3	13%	3	10%
Cc1cccc2c1nc(-c1ccccc1)n1nnnc21	14%	19%	-25	5%	3	-29%
C=COc1ccc(N2C(=O)c3ccccc3OC2C)cc1 (stereo not drawn)	84%[activator]	15%	x	0%	10	u
CC(=O)Nc1cccc(NC(=O)CSc2nnnn2-c2ccc3c(c2)OCO3)c1	33%[activator]	-9%	15	-2%	-2	x

Look-ups from above.
CCN(CC)C(=O)Oc1ccc(Cl)c2ccccc12 in Pf growth 96h = 1%
Cc1n[nH]c(C)c1CN(C)C(=O)c1cc(COc2ccc(F)c(F)c2)on1 in Pf growth 96h = 3%

Next part
SMILES	Pf growth 96h	Pf growth 48h	Shiga toxin inh	Giardia FBPA inh	Cycloheximide cs	HCV inh
O=C(CCS(=O)(=O)c1ccccc1)Nc1cccc(-c2nc3ccccc3s2)c1	-11%	42%[activator]	79*	0%	57*	u
CC12CCC(C(=O)NC3CCCC3)(CC1=O)C2(C)C (stereo not drawn)	x	13%	12	2%	-3	8%
Nc1nc2cc3ccccc3cc2[nH]c1=O	u	12%	x	u	6	-16%
COc1ccc(CNC(=O)C2CCCN(S(=O)(=O)c3ccc(Br)s3)C2)cc1 (stereo not drawn)	9%	u	-7	x	-3	u
CCOc1ccc(S(=O)(=O)N2CCN(C(=S)NC3CC3)CC2)cc1	u	4.1µM*	-9	7%	-1	-29%
Cc1csc(SCC(=O)NC(=O)NCc2ccccc2)n1	x	9%	-3	1%	-2	5%

Filtered by structure: the compounds so far containing an aryl thioether with sulfur outside any ring.
SMILES	Pf growth 96h	Pf growth 48h	Shiga toxin inh	Giardia FBPA inh	Cycloheximide cs	HCV inh
Cc1n[nH]c(=O)c2c(NC(=O)CSc3nn(-c4ccccc4)c(=S)s3)oc(C)c12	26%	50%[activator]	x	x	x	19%
c1ccc2sc(SCSc3nc4ccccc4s3)nc2c1	2%	2%	29	-7%	11	6%
CSc1cc(-c2ccc(Cl)cc2)[nH]c(=O)c1C#N	28%	-28%[1.15 µM]	-9	0%	-8	2%
CCCN(C(=O)COC(=O)CSc1ccc([N+](=O)[O-])cc1)C1CCS(=O)(=O)C1 (stereo not drawn)	1%	2%	x	x	x	13%
Cc1noc2ncnc(Sc3ccccc3Cl)c12	x	36%[activator]	-26	0%	-2	u
O=C(CN1C(=O)C2CC=CCC2C1=O)Nc1nnc(SCc2c(Cl)cccc2Cl)s1 (stereo not drawn)	x	6%	-14	21%	-1	14%
C=CCn1c(SCc2c(C)noc2C)nc2ccccc2c1=O	13µM*	x	-20	3%	-6	3%
CC(=O)Nc1cccc(NC(=O)CSc2nnnn2-c2ccc3c(c2)OCO3)c1	33%[activator]	-9%	15	-2%	-2	x
Cc1csc(SCC(=O)NC(=O)NCc2ccccc2)n1	x	9%	-3	1%	-2	5%

From PubChem
